Compound activity (PubChem BioAssay)
UBC13 polyUb = blocks human UBC13 polyubiquitin chain formation | inhibition, % at 20 µM | TR-FRET | actives 0.47% (n = 330,000) | P61088; in the data active = inhibition above about 45%, passing the limit was not always enough
Target sequence (P61088 whole entry, looked up): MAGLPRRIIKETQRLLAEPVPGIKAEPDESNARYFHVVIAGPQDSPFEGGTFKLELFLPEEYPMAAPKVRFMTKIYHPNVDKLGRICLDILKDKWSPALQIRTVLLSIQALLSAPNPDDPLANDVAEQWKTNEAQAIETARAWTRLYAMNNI
MIN6 prolif = induces beta-cell replication in MIN6 cells; MIN6 cells proliferation, ATPlite luminescence, 48 h; cells starved in 0.2% serum; 100% = growth in 10% serum; AID 2380; actives 0.29% (n = 330,000); proliferation, % at 10 µM;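 active = compounds whose signal lies at least 3.5 SD above the mean of all wells on their plate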;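 also: 0% = DMSO-treated cells in low-serum medium and 100% = 10% serum control; some compounds called inactive have numbers as strong as hits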
PfG6PD inh = PfG6PD (Plasmodium falciparum) enzyme inhibition; inhibition, % at 20 µM; actives 0.78% (n = 350,000); AID 504690; PfGluPho enzyme, NADPH resazurin-diaphorase fluorescence;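 active = inhibition reaching at least a set limit at 20 µM in the primary screen, cut at about 59% in these data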;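 also: 0% = DMSO wells with substrate and 100% = DMSO wells lacking glucose-6-phosphate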
SENP8 block-1 = SENP8 protease inhibition. Q96LD8. purified SENP8, Z-RLRGG-aminoluciferin cleavage, luminescence. inhibition, % at 10 µM. actives 1.2% (n = 330,000). AID 2540; in the data active = inhibition above about 50%
SENP6 block = inhibitors of human SENP6 protease. Q9GZR1. Recombinant SENP6 catalytic domain, aminoluciferin luminescence. inhibition, % at 10 µM. actives 1.8% (n = 330,000);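 active = inhibition above about 50% at the single tested dose, limit read from the data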;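 also: plate controls were DMSO wells with enzyme for no effect and DMSO wells lacking enzyme for full effect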
SENP8 block-2 = inhibitors of human SENP8 protease; actives 0.64% (n = 360,000); recombinant SENP8, Nedd8 substrate fluorescence; inhibition, % at 20 µM; Q96LD8; AID 602440; in the data active = inhibition mostly above about 40%, no sharp cut-off; inactive = mostly below about 27%
HKDC1 inhibitor = HKDC1 (human) hexokinase inhibition. recombinant HKDC1, G6PDH/diaphorase resazurin coupled fluorescence. inhibition, % at 20 µM. actives 0.16% (n = 340,000);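 active = inhibition above about 35% when tested at 20 µM, limit read from the data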;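 also: plate controls were DMSO wells with enzyme for no effect and DMSO wells lacking enzyme for full effect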
Target sequence (Q2TB90 whole entry, looked up): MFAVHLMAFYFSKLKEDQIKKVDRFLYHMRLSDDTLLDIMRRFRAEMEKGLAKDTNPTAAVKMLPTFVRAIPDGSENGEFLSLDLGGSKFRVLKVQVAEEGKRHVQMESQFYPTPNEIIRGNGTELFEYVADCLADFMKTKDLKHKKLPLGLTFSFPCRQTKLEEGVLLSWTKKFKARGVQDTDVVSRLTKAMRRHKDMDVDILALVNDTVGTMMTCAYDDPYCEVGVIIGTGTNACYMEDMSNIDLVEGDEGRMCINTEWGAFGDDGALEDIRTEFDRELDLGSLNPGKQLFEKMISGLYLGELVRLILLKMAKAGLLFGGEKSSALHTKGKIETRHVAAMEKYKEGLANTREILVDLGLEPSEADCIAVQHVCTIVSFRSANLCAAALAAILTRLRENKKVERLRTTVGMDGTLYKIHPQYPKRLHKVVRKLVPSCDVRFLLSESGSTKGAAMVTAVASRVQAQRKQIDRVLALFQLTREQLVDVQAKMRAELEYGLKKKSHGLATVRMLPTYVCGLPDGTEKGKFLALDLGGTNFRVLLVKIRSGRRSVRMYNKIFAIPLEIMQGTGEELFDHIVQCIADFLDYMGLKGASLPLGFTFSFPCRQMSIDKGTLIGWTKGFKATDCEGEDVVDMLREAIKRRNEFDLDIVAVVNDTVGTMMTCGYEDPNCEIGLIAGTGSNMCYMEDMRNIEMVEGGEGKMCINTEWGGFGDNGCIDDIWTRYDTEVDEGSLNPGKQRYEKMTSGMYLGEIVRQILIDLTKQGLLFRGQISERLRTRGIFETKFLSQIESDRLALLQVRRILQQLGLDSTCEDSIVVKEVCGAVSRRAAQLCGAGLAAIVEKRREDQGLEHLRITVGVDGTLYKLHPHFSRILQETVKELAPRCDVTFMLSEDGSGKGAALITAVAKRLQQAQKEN
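System: Recombinant HKDC1 hexokinase | Amount: HKDC1 at 5 µg/mL | Reagent: Glucose with 1 mM ATP | Doses: Single 20 µM dose | Incubation: Reaction time 90 min, room temperature, protected from light | Signal: Coupled resazurin fluorescence, excitation 525 nm, emission 613 nm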
SENP1 FRET inh = SENP1 (human) catalytic domain inhibition. inhibition, % at 10 µM. actives 0.21% (n = 360,000). recombinant SENP1 catalytic domain, CyPet-SUMO1-YPet FRET cleavage;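 active = inhibition at least 30% at 10 µM, raw YFP signal under a set limit, fluorescence ratio 0.5 to 1.5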;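 also: 0% = enzyme with DMSO and 100% = no enzyme wells; some results filed as inactive read as strong as hits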
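Compound: 10 µM single point, 0.5% DMSO; Test system: hSENP1 catalytic domain, recombinant; Timing: 50 min reaction at room temperature; Technique: FRET, CFP and YFP emission; Control set: no-enzyme wells low, DMSO-plus-enzyme wells high control.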
SENP7 inh = inhibitors of human SENP7 protease; Q9BQF6; recombinant SENP7, Z-RLRGG-aminoluciferin luminescence, 40 min; inhibition, % at 5 µM; actives 1.5% (n = 330,000); AID 434973;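 active = inhibition above about 50% at the single test dose, limit read from the data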;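 also: plate controls were DMSO with enzyme for no effect and no enzyme buffer wells for full effect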
* marks the source's active call; other numbers are inactive results; nt = no result given. Hits appear at their usual frequency; about 4% have a hit in one of these screens.

SMILES	UBC13 polyUb	MIN6 prolif	PfG6PD inh	SENP8 block-1	SENP6 block	SENP8 block-2	HKDC1 inhibitor	SENP1 FRET inh	SENP7 inh
CCOC(=O)CSC1=C(C#N)C(c2ccccc2)C(C(C)=O)=C(C)N1 (stereo not drawn)	18.2	-1.9	-7.3	-4.3	-29.8	-13.5	5.2	-1.4	-13.3
CCOc1cc(Cl)c(NC(=O)c2ccco2)cc1OCC	-5.7	0.0	-12.2	4.6	14.4	12.5	-3.8	2.5	4.9
COc1cccc(/C=C2\CCCCC2=O)c1	-3.0	0.0	-6.0	-10.9	-18.9	12.1	0.9	3.0	-1.7
COc1ccc(/C(C)=N\Nc2nc(-c3ccccc3)cc(=O)[nH]2)cc1	-2.4	0.0	-5.4	-4.6	-13.8	-300.7	-10.2	-3.3	-5.9
COc1ccc(NC(=O)Nc2ccc3[nH]ccc3c2)cc1	-1.8	-3.3	-9.2	-7.1	-5.7	23.7	-1.2	0.6	2.1
COCCNC(=O)CNC(=S)N(Cc1ccccc1)Cc1cccnc1	-10.3	-0.9	17.4	4.8	9.5	13.9	-12.2	1.7	14.6
O=[N+]([O-])c1ccccc1/C=N/n1c(-c2cccnc2)n[nH]c1=S	7.3	0.0	37.0	-0.5	-4.5	14.3	-3.3	0.1	3.4
O=C(O)c1ccccc1NC(=O)C1C2C=CC(C2)C1C(=O)O (stereo not drawn)	10.7	-0.6	-6.7	4.5	-7.6	-123.7	-1.0	2.8	-1.1
Cc1ccc(Cl)cc1N1CCN(Cc2nc3c(c(=O)[nH]c(=O)n3C)n2Cc2ccccc2F)CC1	3.0	-5.8	-4.2	-1.8	-6.8	24.0	4.2	-0.8	-4.6
CCc1noc(C)c1C(=O)N1CCCC(C(=O)c2cc(F)ccc2OC)C1 (stereo not drawn)	10.7	3.4	-10.2	-4.6	5.7	-26.2	-6.6	1.6	-1.4

Among those listed so far, these have an NH in an aromatic ring.
SMILES	UBC13 polyUb	MIN6 prolif	PfG6PD inh	SENP8 block-1	SENP6 block	SENP8 block-2	HKDC1 inhibitor	SENP1 FRET inh	SENP7 inh
COc1ccc(/C(C)=N\Nc2nc(-c3ccccc3)cc(=O)[nH]2)cc1	-2.4	0.0	-5.4	-4.6	-13.8	-300.7	-10.2	-3.3	-5.9
COc1ccc(NC(=O)Nc2ccc3[nH]ccc3c2)cc1	-1.8	-3.3	-9.2	-7.1	-5.7	23.7	-1.2	0.6	2.1
O=[N+]([O-])c1ccccc1/C=N/n1c(-c2cccnc2)n[nH]c1=S	7.3	0.0	37.0	-0.5	-4.5	14.3	-3.3	0.1	3.4
Cc1ccc(Cl)cc1N1CCN(Cc2nc3c(c(=O)[nH]c(=O)n3C)n2Cc2ccccc2F)CC1	3.0	-5.8	-4.2	-1.8	-6.8	24.0	4.2	-0.8	-4.6

Later entries.
SMILES	UBC13 polyUb	MIN6 prolif	PfG6PD inh	SENP8 block-1	SENP6 block	SENP8 block-2	HKDC1 inhibitor	SENP1 FRET inh	SENP7 inh
Cc1cc(N2C(=O)C(=O)/C(=C(/O)c3ccc(Cl)cc3)C2c2cccc(Br)c2)no1 (stereo not drawn)	-15.7	-1.8	-21.3	-7.6	-14.5	-138.4	6.8	-7.8	-3.5
CSc1nc(SCC(=O)NCC2CCCO2)c2c3c(sc2n1)CN(C)CC3 (stereo not drawn)	5.0	-0.7	9.7	8.0	18.1	nt	-2.0	nt	3.1
C=CCn1c(O)c(N=NC(=O)C(O)c2ccccc2)c2ccccc21 (stereo not drawn)	-10.5	1.1	-5.2	-5.3	-13.0	35.9	-3.0	2.7	-2.8
CNc1nc(SC)nc2ccsc12	-2.7	-1.4	-0.7	-0.5	-23.0	12.2	5.9	-0.8	-0.2
Cc1nn(-c2ccccc2)c(C)c1/C=C/C(=O)OCC(=O)Nc1ncc(C(F)(F)F)cc1Cl	-15.5	1.7	-19.1	-13.5	-10.4	-10.0	-5.4	-1.2	-3.4
O=c1oc2ccccc2c(CNc2ccccc2)c1[N+](=O)[O-]	2.1	4.2	4.5	3.2	-0.7	7.4	-1.5	3.7	4.8
CSCCC(NC(=O)OC(C)(C)C)C(=O)NC(C(=O)NC(CC(C)C)C(N)=O)C(C)C (stereo not drawn)	6.0	-1.6	-34.9	-7.2	-13.9	4.1	4.3	-1.0	-4.2
O=C(NCCC(=O)N1CCc2ccccc21)c1ccccc1Cl	3.4	-0.2	1.0	0.7	-10.8	12.4	-6.8	0.8	-1.4
CN(C)/C=C1\C=C(c2ccccc2)OC1=O	-7.8	-2.4	20.4	3.8	6.7	9.7	6.0	-4.0	1.2
CC(=O)c1c(C)[nH]c(C(=O)OCC(=O)NCc2cccs2)c1C	8.6	-3.3	4.8	-6.3	-4.9	-0.5	-4.3	-1.7	-5.7
COc1ccc2c(c1)CCCC21NC(=O)N(CC(=O)NC(=O)NCc2ccccc2)C1=O (stereo not drawn)	0.7	-3.5	-12.0	3.3	-11.1	13.3	0.2	0.6	-4.1
Cc1nc2ccccc2c2oc(C(=O)N3CCN(C4CCCCC4)CC3)cc12	10.0	-6.3	-3.8	-2.2	-18.3	2.9	4.6	-22.2	-5.5
CCOC(=O)c1cn2nc(N3CCCC3)ccc2n1	-3.6	-1.0	14.1	-2.7	6.9	-186.6	-2.6	1.7	40.0
Cc1ccc(OCC(O)CN2CCN(c3ccccn3)CC2)c(C)c1 (stereo not drawn)	20.1	-0.9	-3.7	-4.4	1.8	8.6	-0.4	3.7	2.5
CC1=CCC2C(=O)N(c3cccc(C(=O)NCc4ccccc4)c3)C(=O)C2C1 (stereo not drawn)	9.6	-2.7	4.1	9.2	-5.2	8.8	-2.8	1.5	-3.4
COc1cccc2cc(C(C)N(CCCN3CCOCC3)C(=O)Nc3ccccc3)oc12 (stereo not drawn)	1.9	-1.0	-15.1	-3.3	-15.3	19.0	-2.2	0.1	-1.2
O=C(CN1CCN(C(=O)C2CCN(C(=O)/C=C/c3ccccc3)CC2)CC1)Nc1ccc(F)cc1	nt	nt	-12.5	nt	nt	2.5	-4.8	-1.2	nt
COc1ccc(S(=O)(=O)N2CCOCC2)cc1NC(=O)CC1CCCC1	5.0	0.6	6.6	-1.2	8.6	11.9	-4.9	1.3	2.5
CSc1ccccc1NC(=O)CN(C)Cc1cccc(Cl)c1	7.5	-1.6	10.4	-0.5	-29.9	6.3	7.5	-2.3	-8.6
CCOc1ccccc1NC(=O)c1ccoc1C	2.5	0.1	8.0	-9.3	-15.8	6.8	-5.2	0.0	1.9

3 structures from above, sorted by count of non-hydrogen atoms, falling:
SMILES	UBC13 polyUb	MIN6 prolif	PfG6PD inh	SENP8 block-1	SENP6 block	SENP8 block-2	HKDC1 inhibitor	SENP1 FRET inh	SENP7 inh
CC1=CCC2C(=O)N(c3cccc(C(=O)NCc4ccccc4)c3)C(=O)C2C1 (stereo not drawn)	9.6	-2.7	4.1	9.2	-5.2	8.8	-2.8	1.5	-3.4
Cc1ccc(OCC(O)CN2CCN(c3ccccn3)CC2)c(C)c1 (stereo not drawn)	20.1	-0.9	-3.7	-4.4	1.8	8.6	-0.4	3.7	2.5
CCOC(=O)c1cn2nc(N3CCCC3)ccc2n1	-3.6	-1.0	14.1	-2.7	6.9	-186.6	-2.6	1.7	40.0

Next section.
SMILES	UBC13 polyUb	MIN6 prolif	PfG6PD inh	SENP8 block-1	SENP6 block	SENP8 block-2	HKDC1 inhibitor	SENP1 FRET inh	SENP7 inh
COc1ccc(CNC(=O)Cn2nnc3ccccc3c2=O)cc1	-16.2	-5.6	-1.0	-11.6	1.4	9.1	-6.9	-3.8	-9.0
CCCn1c(SCC(=O)N(C2CCCCC2)C2CCS(=O)(=O)C2)n[nH]c1=O (stereo not drawn)	-10.2	-4.6	-10.0	8.9	8.2	19.9	-8.7	1.5	14.2
Nc1nccc(-c2ccc(-n3cccc3)cc2)n1	-8.8	-1.0	11.1	-10.3	17.9	-202.0	-8.3	2.1	23.7
CCCN(CCC)C(=O)c1ccc2c(=O)n(Cc3ccco3)c(=S)[nH]c2c1	-9.4	-3.6	2.9	-13.4	6.5	-2.1	1.4	2.3	-5.1
CCOc1ccc(OCC)c(NC(=O)C2COc3ccccc3O2)c1 (stereo not drawn)	5.5	-0.2	13.0	-0.3	-15.6	4.6	4.0	0.0	-4.1
CCN=c1scc(C)n1/N=C/c1ccc(O)c(O)c1O	-4.9	-5.5	80.5*	5.0	27.8	26.6	17.9	5.1	5.2
Cc1cc(C)n(CC2CC(=O)N(c3ccc(C)c(Cl)c3)C2=O)n1 (stereo not drawn)	2.0	-1.3	1.4	-1.6	7.3	-0.2	-5.2	4.3	0.1
Cc1ccc(S(=O)(=O)N2CCOCC2)cc1C(=O)OCC(=O)Nc1ccc2c(c1)OCO2	5.5	0.0	5.7	-0.8	-3.7	-5.9	-1.4	-3.7	1.8
CSc1ccccc1NC(=O)CSc1n[nH]c(N)n1	-1.1	-3.3	-2.1	-11.2	-25.9	-12.7	-1.7	-0.1	-11.0
Cn1c(=O)c2c(nc(CN3CCC(C(N)=O)CC3)n2Cc2ccccc2Cl)n(C)c1=O	-0.4	-2.9	17.2	-1.0	-1.2	7.2	-5.7	-0.4	7.5
O=C(NCc1ccc(F)cc1)C1CCC(=O)N1CCc1ccccc1 (stereo not drawn)	2.3	2.4	1.0	0.2	-14.2	14.3	-5.1	3.2	5.0
Cc1cccc(OCCCCCn2ccnc2)c1	3.4	1.5	-9.2	-0.3	-3.6	13.0	-2.5	4.4	1.1
Cc1nc(NCC2CCCO2)c2oc3ccccc3c2n1 (stereo not drawn)	12.8	-1.2	3.2	7.9	-11.6	2.4	0.2	1.1	-0.9
COCCn1c(-c2ccc(Cl)cc2Cl)nc2c(c(=O)c3ccccc3n2C)c1=O	6.6	-0.2	-4.2	-9.0	5.4	-7.5	-13.6	0.5	-5.8
CN1CCN(c2nc3ccccn3c(=O)c2C=O)CC1	-1.0	-2.4	-8.3	-1.8	-0.9	-41.0	-0.1	-24.9	-2.3
CCOC(=O)C1C(=O)NC(SC)=C(C#N)C1c1ccccc1F (stereo not drawn)	5.0	-0.2	0.2	3.0	8.3	8.0	-7.1	4.2	-2.6
Cn1cnnc1Sc1ccc(C(=O)OCC(=O)NCC(F)(F)F)cc1[N+](=O)[O-]	18.4	2.4	4.8	2.9	-7.1	-1.5	0.2	0.3	-0.2
CCOc1ccc2nc(NC(=O)CSC3=NCCS3)sc2c1	19.5	-3.2	-12.6	-9.6	1.7	15.7	-4.0	-2.9	2.7
Cc1ccc(S(=O)(=O)N[C@H](C(=O)N2CCC(C(=O)N3CCC[C@H]3C(=O)O)CC2)C(C)C)cc1	nt	nt	-7.8	nt	nt	36.0	-2.7	0.1	nt
CC(C)(C)S(=O)(=O)c1ccccc1C(=O)O	-5.4	-1.6	2.2	-1.0	-20.2	15.5	-3.0	-0.8	-0.2
COc1ccccc1NC(=O)C(C)N1CCN(C/C=C/c2ccccc2)CC1 (stereo not drawn)	5.8	-1.3	-1.7	0.6	-0.8	7.6	2.8	-2.8	0.1
CCNC(=S)NNC(=O)c1cc(-c2cccc(C)c2)nc2ccccc12	-21.5	-4.9	-5.9	80.8*	84.7*	-64.9	-16.7	3.2	71.7*
O=C(O)C1CCCN1C(=O)OCC1c2ccccc2-c2ccccc21 (stereo not drawn)	2.3	-3.9	-17.6	5.9	-33.3	-6.2	-3.6	0.5	4.6
Cc1ccc(C(=O)COC(=O)CN2C(=O)C3C4CC(C(Br)C4Br)C3C2=O)cc1 (stereo not drawn)	-4.0	0.0	6.0	-6.0	-1.7	13.5	-3.5	0.5	4.9
O=C(c1ccccc1)c1cc2ccccc2o1	-0.4	-1.0	0.8	50.8*	74.3*	26.3	3.2	-3.3	65.5*
